# ALOX15B inhib: blocks human 15-lipoxygenase 2 activity | O15296 | purified 15hLO-2, xylenol orange hydroperoxide absorbance | Potency, µM (series often up to 57.1 µM), without a hit: at the highest dose activity change, negative = inhibition, hits mostly inhibitors | actives 0.56% (n = 110,000) | AID 881; note: potency is the fitted concentration of half-maximal effect; nearly all actives have a fitted effect of over 60% in size; many of its hits are not listed in these tables
#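 Enzyme 50 nM, AA 45 uM, 25 mM Hepes pH 7.5 + 0.01% Triton X-100; cpd preinc 15 min RT, rxn 90 min RT; stop/detect with 200 uM XO + 300 uM Fe(II) in 50 mM H2SO4, 30 min; A573/A405.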
# IMPase cell inh: cell-permeable inhibitors of inositol monophosphatase (IMPase); P97697; inhibition (IP1 accumulation), % at 46.1 µM; CHO-M1 cells, IP1 accumulation, HTRF TR-FRET ratio; 120,000 tested, under 10 active; AID 901; active = well fitted curve in the direction sought with a large enough effect in the signal ratio, not every such curve was filed as active; inconclusive = small, poorly fitted or top-dose-only effect, or a change in a side signal; inactive = no such curve, though single readings can be large or run the other way; the % refers to the signal ratio;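 note: cells stimulated with carbachol in lithium chloride buffer; plate controls were DMSO basal wells for no effect and reference inhibitor wells for full effect; higher means more IMPase inhibition seen as more IP1 and lower FRET ratio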
# Target sequence (P97697 whole entry, looked up): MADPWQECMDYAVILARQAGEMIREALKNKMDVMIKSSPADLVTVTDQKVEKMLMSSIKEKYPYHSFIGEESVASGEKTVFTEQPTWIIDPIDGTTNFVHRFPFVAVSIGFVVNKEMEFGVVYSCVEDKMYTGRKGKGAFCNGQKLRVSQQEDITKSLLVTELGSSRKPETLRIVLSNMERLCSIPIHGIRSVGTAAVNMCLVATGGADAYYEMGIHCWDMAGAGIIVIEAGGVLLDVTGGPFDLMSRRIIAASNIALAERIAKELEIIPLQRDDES
#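 In this qHTS, compounds (final up to 46 uM) act on CHO-M1 cells that are then activated through the M1 receptor with carbachol, in pH 7.4 buffer containing 50 mM LiCl, for 30 min. IP1 accumulation is quantified by the IP-One immunoassay.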
# 12-hLO inh: blocks human 12-lipoxygenase activity. P18054. purified 12-hLO, xylenol orange hydroperoxide absorbance. Potency, µM (highest dose often 57.1 µM), inactives show at the top dose activity change, negative = inhibition, most hits filed as inhibitors. actives 0.12% (n = 150,000). AID 1452; note: potency is the fitted concentration of half-maximal effect; nearly all actives have a fitted effect of over 55% in size; many of its hits are not listed in these tables
# Target sequence (P18054 whole entry, looked up): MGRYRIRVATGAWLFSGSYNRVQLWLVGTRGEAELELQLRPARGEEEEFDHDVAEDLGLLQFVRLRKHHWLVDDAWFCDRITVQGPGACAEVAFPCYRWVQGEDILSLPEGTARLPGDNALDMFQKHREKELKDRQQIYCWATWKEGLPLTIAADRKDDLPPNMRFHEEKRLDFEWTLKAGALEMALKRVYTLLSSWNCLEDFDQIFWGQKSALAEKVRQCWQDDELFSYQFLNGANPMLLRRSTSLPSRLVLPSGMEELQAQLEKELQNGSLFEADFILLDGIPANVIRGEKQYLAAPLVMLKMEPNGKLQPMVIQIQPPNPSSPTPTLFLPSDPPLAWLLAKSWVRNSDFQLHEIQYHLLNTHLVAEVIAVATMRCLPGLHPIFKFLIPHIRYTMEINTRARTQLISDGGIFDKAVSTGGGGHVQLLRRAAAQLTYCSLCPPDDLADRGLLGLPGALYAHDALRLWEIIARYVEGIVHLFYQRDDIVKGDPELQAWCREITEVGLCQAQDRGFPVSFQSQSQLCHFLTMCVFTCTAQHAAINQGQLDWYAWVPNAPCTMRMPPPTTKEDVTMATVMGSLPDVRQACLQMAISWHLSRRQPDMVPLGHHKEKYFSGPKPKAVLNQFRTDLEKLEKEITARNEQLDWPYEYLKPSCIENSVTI
#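 Xylenol orange chromogenic assay: hydroperoxide from 12hLO oxidises Fe(II), giving red-shifted Fe(III)-XO absorbance. Conditions: 150 nM enzyme, 40 uM arachidonic acid, 25 mM Hepes pH 7.0, 0.01% Triton X-100, 30 min, room temperature.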
# PNC assembly inh: perinucleolar compartment assembly inhibition | PC3M PTB-GFP, PNC prevalence imaging, 16 h; hits give low values | activity change (PNC), negative = inhibition, % at 10 µM | actives 3.1% (n = 140,000);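 active = readout at or below -70, meaning at least 70% loss of cells showing the perinucleolar compartment, a nuclear body marking cancer cells; inconclusive = readout between -30 and a set limit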;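 note: plate controls were DMSO wells for no effect and camptothecin positive control wells for full effect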
#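 Read-out is percentage of cells bearing a perinucleolar compartment, from automated 20x imaging of fixed, Hoechst-stained PC3M PTB-GFP cells. Cells were seeded 4 h, then exposed 16 h to compound (23 nl of library stock) in duplicate plates.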
# The depositor's hits bear a star; ? = inconclusive; / = no result given; & = joins results of further samples; [ ] = another dose, or the depositor's remark. Unless noted, calls come from the whole dose curve; as a rule, active = well fitted curve in the direction sought with a large enough effect; inconclusive = small, poorly fitted or top-dose-only effect, or another doubt; inactive = no such curve, though single readings can be large; an effect the other way counts as inactive or inconclusive. Unless noted, % is set by controls: 0 for no effect and ±100 for the full control effect. An excerpt; the hit share may differ from the screen's.
# Sample of the layout (seven entries):
SMILES,ALOX15B inhib,IMPase cell inh,12-hLO inh,PNC assembly inh
CC(=O)Nc1cccc(C(=O)OC(C(=O)c2ccc(C)cc2)c2ccccc2)c1 (stereo unspecified),18.6%,9.6,-0.4%,64.0
CC(C)Cn1cnc2c(c1=O)c1nc3ccccc3nc1n2Cc1ccc2c(c1)OCO2,-3.5%,3.8,-6.2%,?
CC1=CC(=O)C=C(C)C1=NOC(=O)c1cccc([N+](=O)[O-])c1,-13.6%,7.4,-0.3%,42.1
Cc1c(Cl)cnc(NC(=O)CSc2nncs2)c1Cl,/,4.6,1.4%,46.8
CCc1ccc(NC(=O)N(C2CCCCC2)C(C)c2cccnc2)cc1 (stereo unspecified),11.4%,5.2,-0.6%,24.6
OCC1OC(n2cnc3c(Cl)nc(Cl)nc32)C(O)C1O (stereo unspecified),5.5%,/,4.9%,/
Cc1oc(/C=N/NC(=O)CN(c2ccccc2Br)S(C)(=O)=O)cc1Br,5.0%,-0.4,-27.2%,22.2

# All compounds of this part, from the start:
SMILES,ALOX15B inhib,IMPase cell inh,12-hLO inh,PNC assembly inh
CC(=O)Nc1cccc(C(=O)OC(C(=O)c2ccc(C)cc2)c2ccccc2)c1 (stereo unspecified),18.6%,9.6,-0.4%,64.0
CC(C)Cn1cnc2c(c1=O)c1nc3ccccc3nc1n2Cc1ccc2c(c1)OCO2,-3.5%,3.8,-6.2%,?
CC1=CC(=O)C=C(C)C1=NOC(=O)c1cccc([N+](=O)[O-])c1,-13.6%,7.4,-0.3%,42.1
Cc1c(Cl)cnc(NC(=O)CSc2nncs2)c1Cl,/,4.6,1.4%,46.8
CCc1ccc(NC(=O)N(C2CCCCC2)C(C)c2cccnc2)cc1 (stereo unspecified),11.4%,5.2,-0.6%,24.6
OCC1OC(n2cnc3c(Cl)nc(Cl)nc32)C(O)C1O (stereo unspecified),5.5%,/,4.9%,/
Cc1oc(/C=N/NC(=O)CN(c2ccccc2Br)S(C)(=O)=O)cc1Br,5.0%,-0.4,-27.2%,22.2
O=C(Nc1nc(-c2cc(Cl)sc2Cl)cs1)c1cccs1,4.6%,12.0,-2.7%,12.9
CC(C)N(Cc1nc(-c2ccc(Cl)cc2)no1)C(=O)C(c1ccccc1)c1ccccc1,7.5%,12.9,-8.9%,-8.8
NC(=O)c1ccccc1NC(=O)CS(=O)(=O)Cc1ccccc1,-3.3%,-8.7,-0.1%,-14.3
CCCCCCOc1ccc(/C(N)=N/O)cc1,4.8%,-1.9,-1.1%,3.3
Cc1ccc(OCCC(=O)Nc2ccc(F)c(F)c2)cc1,/,/,-1.7%,0.0
CCOC(=O)c1sc(NC(=O)c2ccccc2)cc1C,9.1%,10.2,2.2%,17.3
CCC1(C)NC(=O)N(CC(=O)Nc2sc3c(c2C(=O)OC)CCCCC3)C1=O (stereo unspecified),/,-2.0,0.3%,17.2
Cn1c(=O)c(=O)n(C)c2cc(S(=O)(=O)N3CCOCC3)ccc21,-2.4%,-12.7,0.9%,5.4
CCOC(=O)c1c(C)n(C)c2c(C)cc(O)c(OC(C)=O)c12,-7.7%,-4.7,-4.8%,?
COc1cccc(CNc2nc3nc(C)cc(=O)n3[nH]2)c1,2.2%,2.5,-6.0%,-14.1
CCOC(=O)c1sc(NC(=O)C(CC)Sc2nnc3c4ccccc4n(C(C)C)c3n2)nc1C (stereo unspecified),2.8%,1.4,8.0%,15.5
COc1ccc(NS(=O)(=O)c2ccc3nc(COc4ccc5ccccc5c4)[nH]c3c2)cc1,/,9.4,-4.0%,?
CC(C)Cn1c(N)c(C(=O)CSc2ccc3c(c2)OCCO3)c(=O)n(C)c1=O,1.2%,20.5,2.3%,1.7
Cc1ccc(-n2c(SCC(=O)Nc3ccc(N4CCOCC4)cc3)nc3ccccc3c2=O)cc1,/,1.6,6.3%,?
O=C(Nc1ccc(N2CCN(C(=O)c3cccs3)CC2)c(Cl)c1)c1ccco1,2.9%,-0.6,-1.8%,?
c1cc2c(nn1)CCc1nonc1-2,-1.5%,7.1,-3.0%,-10.9
COc1ccccc1CN1CCN(C(=O)c2ccncc2)CC1,-27.5%,2.6,-8.5%,35.2
COc1ccc(N(C)C(=O)c2onc3c2CCCC3)cc1,/,/,2.7%,?
# Further compounds.
SMILES,ALOX15B inhib,IMPase cell inh,12-hLO inh,PNC assembly inh
CCCCC(=O)N=c1sc2cc(S(C)(=O)=O)ccc2n1C,-3.4%,3.0,7.7%,?
N/C(=N\OC(=O)c1cccc(F)c1)c1ccccc1,1.2%,-1.6,4.0%,28.7
Cc1cc(Cl)c(OCCCSc2nc(C)cc(=O)[nH]2)c(Br)c1,-7.9%,10.7,-1.1%,2.2
O=C(NNC(=O)c1ccc([N+](=O)[O-])cc1)c1ccncc1,/,/,3.9%,22.8
Fc1ccc(OCc2nnc(SCCN3CCOCC3)o2)cc1,/,2.4,5.7%,225.6
CCc1cccc2nc3c(c([Si](C)(C)C)c12)Cn1c-3cccc1=O,-11.4%,/,-2.1%,/
Cc1ccc(-n2ccnc2SCC(=O)O)c(C)c1,-4.9%,7.7,0.9%,?
Cc1nnc(NC(=O)c2ccc(S(=O)(=O)N(C)Cc3ccccc3)cc2)o1,27.5%,20.9,-13.2%,-25.7
CCCCN(C)C(=O)c1cc2cc3ccc(OC)cc3nc2s1,-1.5%,-5.6,-15.4%,?
COCCn1nnnc1C(c1cccc(C#N)c1)N1CCCCCC1 (stereo unspecified),-6.6%,2.4,-4.8%,?
CC(C)(C)c1nc(CN2CCOCC2)cc(CN2CCOCC2)c1O,5.7%,2.7,5.5%,1.6
CCOCC(=O)Nc1c(C(=O)Nc2ccccc2OC)oc2ccccc12,-3.7%,0.8,-0.3%,-14.5
N#C/C(=C1/CCCCCN1)c1nc2ccccc2[nH]1,1.9%,10.9,-2.9%,-17.7
COc1ccccc1NC(=O)CN(Cc1ccco1)C(=O)c1ccc(-n2nc(C)cc2C)cc1,-3.1%,-0.1,-6.7%,7.6
CC/C(=N\NC(=O)c1cc(C)nc2ccccc12)c1ccc(C)s1,/,/,4.6%,?
CCOc1ccccc1C(=O)OCC(=O)Nc1ccc(N2CCCCC2)cc1,-12.7%,-5.7,-7.6%,?
O=C(NCc1ccc(F)cc1)C1CCN(C(=O)NCc2ccccc2)CC1,5.8%,-2.7,10.0%,-5.9
CCC1CCCCN1C(=O)CSc1nc(N)c(NC(=O)c2ccco2)c(=O)[nH]1 (stereo unspecified),-1.5%,-3.5,4.6%,-4.9
c1ccc(N2CCN(c3nc(NCc4ccco4)c4ccccc4n3)CC2)cc1,35.6%[activator],4.4,?,?
COc1ccccc1/C=C/C(=O)OCCN1CCOCC1,/,-3.8,4.6%,-87.2*
COc1ccc(/C=C(/NC(=O)c2ccccc2)c2nc3ccccc3[nH]2)cc1OC,-16.7%,-4.2,-5.6%,13.5
Cc1ccc2cc(/C=C3\N=C(c4ccccc4)OC3=O)c(N3CCOCC3)nc2c1,-6.0%,-7.2,-8.6%,-5.6
C/[N+]([O-])=C\c1coc2ccccc2c1=O,2.3%,-1.3,-3.1%,24.5
NNC(=O)[C@@H]1C[C@@H]1c1ccccc1,/,/,-0.6%,4.0
CC(c1ccccc1)N1CC(C(=O)N2CCN(c3ccc(F)cc3)CC2)CC1=O (stereo unspecified),4.4%,7.8,-6.3%,29.8
# The results go on:
SMILES,ALOX15B inhib,IMPase cell inh,12-hLO inh,PNC assembly inh
COC(=O)c1ccc(CSc2nnc(C)n2N)o1,/,/,-7.9%,-5.7
Cc1cccc(OCCn2c(S(=O)(=O)O)nc3ccccc32)c1,-3.9%,-8.2,-1.5%,-3.4
CC(C)(C)C1CCc2onc(C(=O)N3CCOCC3)c2C1 (stereo unspecified),-1.9%,?,1.9%,-10.1
Cc1cc(NC(=O)CSC2=Nc3ccccc3C3=NC(Cc4ccccc4)C(=O)N23)n[nH]1 (stereo unspecified),-1.9%,3.9,4.9%,19.2
O=C(CCNC(=O)c1ccco1)NCc1ccccc1,3.8%,-2.9,0.7%,-0.9
COc1nc(OC)nc(N2CCC(C(=O)NC3CCCCCC3)CC2)n1,-1.6%,-10.2,0.2%,28.9
CCn1c2ccccc2c2cc(NC(=O)c3cc(OC)c(OC)c(OC)c3)ccc21,7.2%,5.5,-10.6%,?
CCCc1nc2n[nH]c(N)c2c2c1CCCC2,13.4%,0.7,-5.3%,9.4
COc1ccccc1Cn1c(=S)[nH]c2cc(C(=O)N3CCN(C)CC3)ccc2c1=O,/,9.9,0.1%,-7.1
Cc1ccc(OCC(=O)N/N=C2/SCC(=O)N2Cc2ccccc2)cc1,/,/,-0.1%,31.3
O=c1oc2ccccc2c(O)c1/C=N/c1ccccn1,19.9%,-2.4,4.4%,2.3
COc1ccc(C(C(=O)NC2CCCCC2)N(C(=O)c2sc(C)nc2C)c2ccc(C(C)=O)cc2)cc1 (stereo unspecified),-6.0%,8.0,-3.7%,-24.7
C=CCn1c(=NC(=O)CN2C(=O)CCC2=O)sc2cc(S(N)(=O)=O)ccc21,/,/,3.5%,?
CC1(C)Cc2c(sc3nc(-c4ccccc4)oc(=O)c23)CO1,/,2.8,1.8%,?
O=C(Nc1cccc(F)c1)N1CC2(CCN(C(=O)c3cccc(F)c3)CC2)C1,-23.2%,/,1.4%,/
Cc1cc2cc(CNC(=S)Nc3ccc(OC(F)F)cc3)ccc2n1C,/,/,?,-15.9
COc1cccc(C2CC3(CC(C)(C)NC(=S)N3)Oc3cc(O)ccc32)c1 (stereo unspecified),/,/,?,?
CCOC(=O)C1CCN(C(=O)CC(C)c2ccccc2)CC1 (stereo unspecified),7.1%,16.9,-6.6%,18.7
NC1(C(=O)O)CCC1,22.4%,-3.7,-0.3%,/
COc1cc(C(=S)N2CCCC2)cc(Cl)c1O,-1.8%[2.29 µM],7.5,-0.9%,-18.0
O=C(CCn1ccc2ccccc21)NC1CCCc2ccccc21 (stereo unspecified),0.5%,0.5,0.5%,-8.8
COc1cccc(/C=C/C(=O)OCC(=O)N2c3ccccc3NC(=O)C2(C)C)c1,/,-4.0,-2.1%,-4.1
Cc1nnc(OC(C)C)c2nn(-c3ccccc3F)c(C)c12,-2.0%,1.0,6.4%,1.2
O=[N+]([O-])c1cc(C(F)(F)F)ccc1N1CCN(S(=O)(=O)c2ccc3c(c2)CCCC3)CC1,/,/,0.8%,-23.0
COc1cccc(OC)c1C(=O)N1CCN(Cc2ccncc2)CC1,5.0%[11.4 µM],-9.3[1.84 µM],-4.0%,-22.6
# The results go on.
SMILES,ALOX15B inhib,IMPase cell inh,12-hLO inh,PNC assembly inh
O=C(CNC(=O)c1ccccc1)N/N=C/c1cn[nH]c1-c1ccccc1,/,/,-3.0%,-14.7
Cn1c(=O)oc2cc(S(=O)(=O)N3CCCC(C(=O)N4CCc5ccccc5C4)C3)ccc21 (stereo unspecified),-2.1%,7.8,2.4%,-13.2
NCCSS(=O)(=O)CCN,-5.7%[11.4 µM],/,12.7%[11.4 µM],/
COc1cccc(-n2c(SCC#N)nnc2-c2cnccn2)c1,-6.3%,0.3,2.0%,?
CCOC(=O)c1cc2c(nc1NC(=S)Nc1ccccc1)CC(C)(CC)OC2 (stereo unspecified),/,-6.2,-4.5%,-26.0
O=c1ccc2ccccc2o1,-2.7%,/,2.9%&5.6%,-13.5
O=C1OC2CC3CC1CC(O)(C3)C2 (stereo unspecified),/,0.5,-3.1%,60.1
CCN(CC)CCN=C1CCCc2ccccc2N1,19.2%,8.6,3.9%,10.6
CC(Oc1cc(C(F)(F)F)cc(C(F)(F)F)c1)C(=O)NC(N)=O (stereo unspecified),4.0%,7.4,0.9%,-9.8
COC(=O)c1ccccc1NC(=O)c1cc(-c2ccc(O)cc2)on1,-1.0%,4.5,8.9%,-6.2
CCOC(=O)CSc1ccc(S(=O)(=O)N2CCCCC2)cc1[N+](=O)[O-],/,/,3.2%,9.1
CCC(C)(C)n1nnnc1CN(Cc1ccco1)Cc1cc2cc3c(cc2[nH]c1=O)OCO3,-5.6%,-9.3,-10.8%,?

# Compound activity from PubChem BioAssay.
